Bioassay records from PubChem BioAssay.
core dimer inh: inhibitors of HCV core protein dimerization, primary screen, biochemical, TR-FRET, high-throughput; TR-FRET GST/Flag-core106 dimerization, 1536-well; inhibition, % at 5 µM; 0.33% of 300,000 active;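 active = inhibition above the mean of all tested compounds plus 3 SD, set per screening campaign, cut at about 45% in these data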
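Material: GST/Flag-tagged HCV core106 proteins. Incubation: 4 h, 22.5 °C incubation. Read-out basis: inhibition (%) from 671 over 617 nm ratio. Measured by: TR-FRET, excitation 340 nm, emission 617 and 671 nm.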
PP1 inh: PP1-alpha phosphatase inhibitors, primary screen, counter-screen for PP5 inhibitor project, biochemical, fluorescence, OMFP substrate, single point | Serine/threonine-protein phosphatase PP1-alpha catalytic subunit (Homo sapiens), P62136 | purified PP1alpha | 0.9% of 320,000 active | inhibition, % at 6.7 µM | AID 2235, 2010;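 active = inhibition above the mean inhibition of all tested compounds plus 3 SD, computed separately for each screening campaign, cut at about 15% in these data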
Target sequence (P62136 whole entry, looked up): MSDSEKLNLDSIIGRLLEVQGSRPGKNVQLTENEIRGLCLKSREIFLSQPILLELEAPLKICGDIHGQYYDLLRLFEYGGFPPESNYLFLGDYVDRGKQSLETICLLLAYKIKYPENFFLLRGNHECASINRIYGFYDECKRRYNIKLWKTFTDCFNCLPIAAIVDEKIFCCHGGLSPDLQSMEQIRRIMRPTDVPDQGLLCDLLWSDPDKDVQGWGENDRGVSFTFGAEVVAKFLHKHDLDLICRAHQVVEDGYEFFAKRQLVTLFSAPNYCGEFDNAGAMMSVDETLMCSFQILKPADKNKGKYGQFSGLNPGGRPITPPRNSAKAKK
PAFAH2 inh: PAFAH2 enzyme inhibitors, primary screen, biochemical, fluorescence polarization, human; 0.99% of 340,000 active; AID 492956, 2010; recombinant PAFAH2, FP-rhodamine activity probe; inhibition, % at 3.39 µM;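 active = inhibition above the mean over all tested compounds plus 3 SD, cut at about 30% in these data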;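 note: inhibitors block probe labeling of enzyme so polarization drops; 0% = enzyme with DMSO and 100% = wells lacking PAFAH2 protein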
TPT1 inh: Candida albicans TPT1 enzyme inhibitors, primary screen, biochemical, fluorescence polarization; recombinant caTPT1, FP RNA substrate dephosphorylation; inhibition, % at 5 µM; 0.81% of 300,000 active; AID 1962, 2009;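 active = inhibition above the mean of all tested compounds plus 3 SD, set per screening campaign, cut at about 24% in these data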;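 note: plate controls were DMSO alone for no effect and ferristatin control at 100 nM for full effect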
PP5 primary: PP5 phosphatase inhibitors, primary screen, biochemical, fluorescence | Serine/threonine-protein phosphatase 5 (Homo sapiens), P53041 | purified PP5c, OMFP substrate fluorescence | inhibition, % at 6.7 µM | 0.18% of 320,000 active;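 active = inhibition above the campaign's mean inhibition across all tested compounds plus 3 SD, cut at about 9.5% in these data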;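 note: 0% = DMSO only and 100% = 100 µM cantharidin control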
AHR act: AHR activators, primary screen, cell-based, luminescence, luciferase reporter, human. Aryl hydrocarbon receptor (Homo sapiens), P35869. AHR-responsive luciferase reporter cells. activation, % at 5 µM. 2.5% of 320,000 active. AID 2796, 2010; in the data active = activation above about 47%;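 note: 0% = vehicle wells and 100% = reference agonist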
procasp7 counter: procaspase-7 activators, primary screen, counter-screen for procaspase-3 activator project, biochemical, absorbance, HTS, human; activation, % at 8.5 µM; AID 463210, 2010; 0.093% of 330,000 active; recombinant procaspase-7, Ac-DEVD-pNA absorbance 405 nm; D23A/D198A/D206A triple mutant, cannot self-cleave; scale: DMSO 0, 5 µM enzyme 100; Caspase-7 (Homo sapiens), P55210;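 active = percent activation above the screen-wide mean plus 3 SD, cut at about 25% in these data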
Target sequence (P55210 whole entry D23A/D198A/D206A): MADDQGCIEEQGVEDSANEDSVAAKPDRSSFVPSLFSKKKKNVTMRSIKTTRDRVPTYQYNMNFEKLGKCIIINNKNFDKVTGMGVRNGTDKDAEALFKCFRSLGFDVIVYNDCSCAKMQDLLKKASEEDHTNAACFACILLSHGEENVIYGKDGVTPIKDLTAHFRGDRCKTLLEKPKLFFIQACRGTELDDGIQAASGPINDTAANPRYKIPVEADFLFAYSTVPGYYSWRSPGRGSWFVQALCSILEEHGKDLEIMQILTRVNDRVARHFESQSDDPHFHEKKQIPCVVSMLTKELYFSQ
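Assay system: Uncleavable procaspase-7 mutant enzyme / Input: 2 µM procaspase-7 mutant as dispensed / Dosing: single nominal 8.5 µM compound dose, 0.8% DMSO final / Timing: 1 h enzyme–compound preincubation and 2 h substrate reaction, both 25 °C / Detection: p-Nitroaniline absorbance at 405 nm, read at 0 and 120 min / Replication: singlicate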
proCasp3 act: activators of human procaspase-3 D3A mutant, primary screen, biochemical, absorbance, PC-3 D3A mutant, single concentration. Caspase-3 (Homo sapiens), P42574. recombinant procaspase-3 D3A, Ac-DEVD-pNA absorbance 405 nm. activation, % at 8.5 µM. 0.11% of 330,000 active. AID 463141, 2010;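 active = activation above the mean of all tested compounds plus 3 SD, cut at about 21% in these data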;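 note: 0% = DMSO alone and 100% = DMSO wells spiked with extra 5 µM PC-3 D3A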
Target sequence (P42574 whole entry D9A/D28A/D175A): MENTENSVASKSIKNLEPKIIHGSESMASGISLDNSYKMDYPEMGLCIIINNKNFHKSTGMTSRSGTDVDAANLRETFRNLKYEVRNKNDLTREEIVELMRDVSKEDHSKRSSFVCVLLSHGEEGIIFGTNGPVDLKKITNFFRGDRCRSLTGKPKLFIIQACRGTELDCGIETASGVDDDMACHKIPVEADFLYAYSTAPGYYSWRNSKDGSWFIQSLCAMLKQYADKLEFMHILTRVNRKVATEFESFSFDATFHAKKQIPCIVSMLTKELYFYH
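material = Procaspase-3 D3A mutant | probe or stimulus = Ac-DEVD-pNA | compound = single dose, 8.5 µM nominal compound, 0.8% DMSO | timing = 1 h preincubation, 2 h reaction | measured by = 405 nm absorbance of p-nitroaniline, reads at 0 and 120 min | benchmarks = DMSO-only low control, 5 µM PC-3 D3A high control | repeats = singlicate, each compound tested once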
CTSL1 counter: Fasciola hepatica cathepsin L1 inhibitors, primary screen, counter-screen for PFM18AAP inhibitor project, biochemical, QFRET, fluorogenic peptide substrate; recombinant F. hepatica cathepsin L1, Z-Leu-Arg-MCA fluorescence; 0.49% of 300,000 active; inhibition, % at 5.96 µM;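 active = inhibition above the mean of all tested compounds plus 3 SD, set per screening campaign, cut at about 17% in these data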;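 note: 0% = plate median of test compound wells and 100% = 1 µM Z-Phe-Ala-diazomethylketone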
* = called active by the depositor; . = no result given.

smiles	core dimer inh	PP1 inh	PAFAH2 inh	TPT1 inh	PP5 primary	AHR act	procasp7 counter	proCasp3 act	CTSL1 counter
Cc1ccccc1-n1nnnc1SCC(=O)NCC1(N2CCOCC2)CCCCC1	.	-2	3	.	1.9	-1	-2	-4	.
O=C(c1cc(COc2ccc(F)cc2Cl)on1)N1CCN(C2CCCCC2)C(=O)C1	3	0	0	0	0.3	3	-8	9	3
Cc1csc(NC(=O)c2cc([N+](=O)[O-])cc([N+](=O)[O-])c2)n1	3	-3	8	2	0.4	32	6	3	3
Cc1cc(O)cc(=O)n1C	-4	-5	6	3	1.9	-2	5	5	1
Fc1ccc(NC(=S)Nc2ccccc2Cl)cc1	0	2	-3	0	2.9	-3	-10	-3	1
Cc1nnc(SCC(=O)c2cc(C)n(-c3ccc4c(c3)OCO4)c2C)s1	32	4	2	0	2.0	7	-6	-4	1
CN(CC(=O)NCc1cccc(F)c1)C(=O)c1ccco1	-3	3	-4	-3	0.3	-1	5	-3	-6
O=C(/C=C/c1ccccc1[N+](=O)[O-])Nc1ccc(S(=O)(=O)Nc2ncccn2)cc1	-1	-3	-6	-2	-1.1	9	2	-1	4
O=[N+]([O-])c1cc(CN2CCCC2)ccc1Sc1ccc(Cl)cc1	-3	-3	-6	1	-4.9	2	7	4	-4
Cc1c(C(=O)NCC2CCCO2)oc2ccc(Br)cc12 (stereo not drawn)	-1	-1	-3	-1	-0.1	14	6	-2	1
C=CCc1cc(C=O)cc(OCC)c1O	0	-5	7	7	2.6	12	5	1	5
O=C(NCc1ccc2c(c1)OCO2)c1cc(S(=O)(=O)N2CCCCC2)ccc1F	3	-3	-2	-4	4.3	2	-6	8	2

4 compounds from above, limited to procasp7 counter, PAFAH2 inh and core dimer inh:
smiles,procasp7 counter,PAFAH2 inh,core dimer inh
CN(CC(=O)NCc1cccc(F)c1)C(=O)c1ccco1,5,-4,-3
O=C(/C=C/c1ccccc1[N+](=O)[O-])Nc1ccc(S(=O)(=O)Nc2ncccn2)cc1,2,-6,-1
O=[N+]([O-])c1cc(CN2CCCC2)ccc1Sc1ccc(Cl)cc1,7,-6,-3
Cc1c(C(=O)NCC2CCCO2)oc2ccc(Br)cc12 (stereo not drawn),6,-3,-1

Next section:
smiles	core dimer inh	PP1 inh	PAFAH2 inh	TPT1 inh	PP5 primary	AHR act	procasp7 counter	proCasp3 act	CTSL1 counter
O=C(CNS(=O)(=O)c1ccc(Br)s1)NCc1ccccc1	-2	-2	2	0	2.2	0	0	8	-1
COc1ccc(C(=O)c2oc3nc(C)cc(C)c3c2N)cc1	-6	1	-1	-3	3.4	-6	-13	-12	0
COc1ccc(-c2nnc(C(C)Nc3cccc(C(=O)NC4CC4)c3)o2)cc1 (stereo not drawn)	.	.	10	.	.	7	-9	6	.
O=C(c1ccc(CS(=O)(=O)c2c(Cl)cccc2Cl)o1)N1CCCC1	-5	-4	6	-2	1.8	1	8	1	-3
Cc1ccc([N+](=O)[O-])cc1S(=O)(=O)Nc1cccc(-c2ccc(N3CCCC3)nn2)c1	25	7	12	-4	2.5	14	-2	13	0
Cc1ccc(/C(N)=N/OC(=O)c2cccc(F)c2)cc1	-2	-10	5	3	5.1	-1	-2	9	-11
Cc1c(C(C)(C)C)s/c(=N/S(=O)(=O)c2ccccc2)n1C	-8	0	4	0	5.0	8	1	1	1
c1ccc(CC2CCN(C(c3cccs3)c3nnnn3C3CCCC3)CC2)cc1 (stereo not drawn)	11	-3	2	3	0.9	0	7	6	4
COc1ccc(C(=O)N2CCN(c3ccc(C)cc3C)CC2)cc1OC	2	-1	4	-1	2.9	-2	-2	3	2
COc1cc(NC(=O)COC(=O)c2cnc(C)cn2)c(C)cc1[N+](=O)[O-]	1	-3	4	1	2.5	49*	12	-12	0
Cc1ccc(C(c2nnnn2CS(=O)(=O)c2ccc(C)cc2)N2CCN(c3ncccn3)CC2)cc1 (stereo not drawn)	1	1	-10	1	2.2	2	5	-10	0
CCN(CC)S(=O)(=O)c1ccc(Cl)c(NC(=O)c2cc(Cl)ccc2Cl)c1	7	-8	-1	-5	2.5	0	2	3	0
COC(=O)c1sc(NC(=S)NC(=O)c2ccc(F)cc2)nc1C	4	1	.	-4	1.0	3	11	-2	2
CC(=O)N1CCN(S(=O)(=O)c2cccc(C(=O)OCC(=O)N(CCC#N)c3ccc(F)cc3)c2)CC1	.	0	-12	.	-3.8	0	-6	1	.
Cc1c(NC(=O)c2cc3c(s2)-c2ccccc2OC3)cccc1[N+](=O)[O-]	-16	2	-47	-2	3.8	-10	-15	-3	6
COc1cccc(/C=C/C(=O)Nc2ccccc2N2CCOCC2)c1	-2	-1	4	0	2.0	4	12	4	1
COc1ccc2[nH]c(C(=O)N(Cc3ccccn3)Cc3ccccn3)cc2c1	4	-1	2	3	1.2	9	-1	5	1
CCOC(=O)C1CCN(C(=O)Cc2c(C(=O)O)n(CC)c3ccccc23)CC1	0	-5	-2	3	2.0	1	-1	-5	-1
CN(C)c1ccc(/C=N/NC(=O)CN(c2ccccc2Cl)S(C)(=O)=O)cc1Br	11	-2	-4	-1	2.1	12	0	-7	2
COc1cc(C(=O)NCCNc2nc3ccc(C)cc3cc2C#N)cc(OC)c1OC	15	-1	-2	0	1.4	4	0	-10	0
CN(C)C(CNC(=O)c1ccc2nc[nH]c2c1)c1ccccc1 (stereo not drawn)	3	1	10	1	-2.0	16	4	-2	0
Cc1ccc(S(=O)(=O)N(C)Cc2ccc(C(=O)N/N=C3\CC(=O)CC(C)(C)C3)cc2)cc1	1	3	5	-4	-1.8	3	3	5	5
C=CCNC(=S)N1CCC(C(=O)c2ccc(Cl)cc2)CC1	0	-2	-3	1	2.1	-1	5	0	-1
CCOC(=O)C(=O)Nc1ccc(Oc2ccccc2)cc1	2	-2	-7	-1	-1.9	-2	5	1	0
COC(=O)c1sc2ccccc2c1-n1cccc1C(=O)C(=O)Nc1ccc(Cl)cc1	4	12	-8	-3	2.7	15	-3	7	2
N/C(CSc1ccccn1)=N\OCc1c(Cl)cccc1Cl	4	0	-5	0	0.1	-8	4	10	0
Cc1ccccc1NC(=O)NC1(C(=O)NCc2ccco2)CCCCC1	8	-2	-1	1	0.3	-1	1	0	-4
COc1cc(/C=C2\C(=N)N3N=C(S(C)(=O)=O)SC3=NC2=O)cc(OC)c1OCCOc1ccc(C)cc1	20	7	-8	-1	5.5	1	-6	3	0
CCC(C)NC(=O)NCc1ccccc1F (stereo not drawn)	-1	-2	2	2	-2.3	0	2	8	2
Cc1cc(C(F)(F)F)nn1CC(=O)N(C)c1ccccc1	0	-4	3	0	0.3	2	13	0	-6
O=C(C[n+]1ccccc1)c1ccc(Cl)cc1	-6	2	0	-2	3.1	5	-3	-6	-3
CN1C(=O)/C(=C2\SC(N3CCCCCC3)=NC2=O)c2ccccc21	4	4	2	-4	-0.5	19	-14	-7	0
Cn1nc(C(=O)Nc2ccccc2N2CCOCC2)ccc1=O	.	-4	-4	.	1.0	2	7	9	.
O=C(O)CSc1nnc(-c2ccccc2)c(-c2ccccc2)n1	-3	0	3	-1	3.0	0	-3	-1	-2
O=C(c1ccc(N2CCOCC2)c([N+](=O)[O-])c1)N1CCCC(C(F)(F)F)C1 (stereo not drawn)	4	-4	8	2	2.3	-5	-2	10	2
CCOc1ccc(NC(=O)CN(C)C(=O)c2c(C)nn(-c3ccc(F)cc3)c2Cl)cc1OCC	0	-3	4	0	-1.9	4	7	3	3
N#CCCn1cc(C(N)=O)c(-c2ccc3ccccc3c2)n1	3	2	2	3	0.0	-3	-3	-4	0
CC[C@@H](C)C(NC(=O)OC(C)(C)C)c1cn([C@@H](Cc2ccc(O)cc2)C(=O)N2CCN(C(=O)OC(C)(C)C)CC2)nn1 (stereo partly drawn)	4	2	0	-1	2.2	1	4	9	2
Cc1cccc2c(C(=O)Nn3cnnc3)cc(-c3ccccc3Cl)nc12	21	-1	-1	3	2.5	6	-2	9	0
COc1ccccc1CN(C)C(=O)c1cc(-c2cccs2)nc2ccccc12	-3	2	-11	-4	2.7	7	-3	-7	5
Cc1ccc(S(=O)(=O)N2CCN(C(=O)CN3C(=O)NC(C)(c4ccc(Cl)cc4)C3=O)CC2)c(C)c1 (stereo not drawn)	.	.	-3	.	.	1	0	5	.
CCOC(=O)N1CCN(C(=S)Nc2ccc(C)cc2C)CC1	11	-6	-1	0	-1.3	-2	6	2	-2
CNC(=O)CN1C(=O)COc2ccc(S(=O)(=O)N3CCCCCC3)cc21	1	-6	3	0	1.0	-1	2	5	-1
